HUVEC tox IL1B – HUVEC cytotoxicity counter-screen, IL-1B stimulated | HUVEC cell count loss, Hoechst imaging | cell count reduction, % at 2 µM | 94,000 compounds, 0.41% hits;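 active = cell count reduction more than 3 SD above the screen-wide mean, cut at about 70% in these data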;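 also: normalized per plate to untreated control cells as the no-loss baseline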
TNFa cytotox – toxic to HUVEC cells under TNF alpha stimulation; HUVEC TNFalpha-stimulated, Hoechst cell count, imaging; cell count reduction, % at 2 µM; 93,000 compounds, 0.17% hits;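 active = cell count reduction exceeding the screen mean by over 5 SD, scaled to untreated wells per plate, cut at about 78% in these data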;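 also: cells counted after 24 h of TNF alpha exposure following the 1 h pretreatment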
Smad3 FoxH1 inh – Smad3 (human) transcription factor binding inhibition. P84022. TR-FRET Smad3/Dy647-FoxH1 peptide binding, europium anti-His. inhibition, % at 25 µM. 88,000 compounds, 0.29% hits. AID 630;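 active = compounds that reduce the energy-transfer binding signal between the protein and its labelled peptide by more than half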;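 also: 0% = Smad3 plus labelled peptide maximal FRET and 100% = peptide-only background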
MT1-MMP txn act – activates MT1-MMP transcription. HT1080 MT1-MMP promoter luciferase reporter, luminescence, overnight; active compounds read high. activation factor at 10 µM. 86,000 compounds, 0.16% hits. AID 750;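 active = activation factor of at least 2 for MT1-MMP transcription at 10 µM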
Calb biofilm kill – kills Candida albicans biofilms | C. albicans biofilm + clotrimazole, Alamar Blue | inhibition, % at 6 µM | 85,000 compounds, 0.14% hits;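 active = inhibition above 20%; inactive = inhibition below 20%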;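 also: preformed 24 hr biofilms exposed to compound for 48 hr; 0% = biofilm without compound and 100% = blank killed by clotrimazole plus chlorhexidine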
LYP inh 2 – LYP (human) phosphatase inhibition; 96,000 compounds, 0.21% hits; recombinant LYP catalytic domain, DiFMUP fluorescence; inhibition, % at 2 µM; Q9Y2R2; AID 640;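 active = inhibition at 2 µM at or above a set limit, the screen mean plus 3 SD, cut at about 24% in these data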;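 also: 0% = DMSO with enzyme and 100% = enzyme fully blocked by orthovanadate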
Target sequence (Q9Y2R2 whole entry, looked up, the tested form may be a part): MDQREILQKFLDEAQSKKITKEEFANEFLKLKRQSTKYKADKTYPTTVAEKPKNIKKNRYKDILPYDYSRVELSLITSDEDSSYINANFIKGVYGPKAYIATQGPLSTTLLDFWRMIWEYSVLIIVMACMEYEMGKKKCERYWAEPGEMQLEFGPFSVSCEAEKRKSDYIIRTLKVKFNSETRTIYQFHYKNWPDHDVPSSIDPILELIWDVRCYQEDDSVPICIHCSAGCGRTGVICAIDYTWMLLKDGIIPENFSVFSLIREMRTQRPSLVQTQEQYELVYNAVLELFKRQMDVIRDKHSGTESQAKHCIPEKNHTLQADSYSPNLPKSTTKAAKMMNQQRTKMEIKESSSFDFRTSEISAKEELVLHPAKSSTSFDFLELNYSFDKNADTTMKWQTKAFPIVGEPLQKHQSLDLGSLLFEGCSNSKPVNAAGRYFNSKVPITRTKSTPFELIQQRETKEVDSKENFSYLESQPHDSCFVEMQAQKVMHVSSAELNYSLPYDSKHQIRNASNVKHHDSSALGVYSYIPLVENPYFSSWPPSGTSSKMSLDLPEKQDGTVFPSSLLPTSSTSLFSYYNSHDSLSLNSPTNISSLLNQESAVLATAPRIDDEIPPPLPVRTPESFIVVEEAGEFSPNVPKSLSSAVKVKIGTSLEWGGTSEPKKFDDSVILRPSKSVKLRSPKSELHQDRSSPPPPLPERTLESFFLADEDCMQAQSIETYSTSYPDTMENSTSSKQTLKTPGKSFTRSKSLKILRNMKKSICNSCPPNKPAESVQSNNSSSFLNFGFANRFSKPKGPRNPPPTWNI
F-actin modifier – cytoskeleton assembly modification; HUVEC TNFa F-actin phalloidin imaging, high content; 91,000 compounds, 0.18% hits; inhibition, % at 2 µM; AID 836;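 active = inhibition above the batch mean plus 3 SD and confirmed as a hit by visual image inspection, cut at about 30% in these data, passing the limit was not always enough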; also: strong numbers were not always called active
VCAM1 TNFa inh – reduces TNF alpha induced VCAM1 expression in HUVEC; HUVEC TNFa-induced VCAM-1 immunofluorescence, high-content imaging; inhibition, % at 2 µM; 95,000 compounds, 0.48% hits;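 active = inhibition above the batch mean plus 3 SD, with images confirmed as a hit by eye, cut at about 37% in these data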;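 also: 0% = TNF-stimulated DMSO wells and 100% = unstimulated control wells; not every result past the cut was called active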
hDAT+cocaine – modulates human dopamine transporter uptake under cocaine; 110,000 compounds, 1.3% hits; AID 449768; B-score at 10 µM; LLC-PK1 hDAT cells, [14C]-dopamine uptake with cocaine IC80; actives deviate in either direction; Q01959;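 active = Z score or B-score, a plate-position-corrected score, falls beyond the plate's 99.7% confidence bounds, in either direction; inactive = both scores lie inside the 99.7% bounds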;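 also: scored against the spread of the other compound wells on the same plate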
The depositor's hits bear a star; . = not tested or not shown; [ ] = dose if it differs, or a comment. This is a subset. The share of hits here may be higher or lower than overall.

structure | F-actin modifier | hDAT+cocaine | MT1-MMP txn act | VCAM1 TNFa inh | TNFa cytotox | LYP inh 2 | Smad3 FoxH1 inh | HUVEC tox IL1B | Calb biofilm kill
CSC(=NC1CCCCC1)NS(=O)(=O)c1ccccc1 | . | -0.79 | 1.1 | . | . | . | 0[fluorescence artefact?] | . | 10
COc1ccc(Sc2cc(C(F)(F)F)nc(-c3ccccn3)n2)cc1 | -7 | -1.3 | . | 8 | -8 | 17 | . | -24 | .
O=c1[nH]c(=O)n(Cc2ccco2)c2c1C(C(F)(F)F)(C(F)(F)F)N=C(c1ccc(F)cc1)N2 | -11 | 0.0037 | 1.1 | -1 | -20 | -8 | 46[fluorescence artefact?] | 6 | 4
Cc1cc(=O)oc2c1c(C)nn2-c1nn[nH]n1 | -18 | -0.43 | 1 | 4 | 3 | 5 | 3 | 10 | 9
O=C(OCC#CCSc1nc2ccccc2s1)c1ccco1 | 1 | -0.26 | 1.4 | 19 | -25 | -14 | 7 | -34 | 6
Cc1cc2ccccc2nc1SCC(=O)N1c2ccccc2CC1C (stereo unspecified) | 7 | -0.45 | . | 1 | 0 | 15 | -19 | 2 | -3
CC(NC(=O)C(Cc1ccccc1)NC(=O)c1ccccc1)C(=O)O (stereo unspecified) | 7 | 0.22 | 1 | 6 | -25 | 7 | 0 | . | 7
COc1ccc(-c2c(C#N)c(C)nc3c2C(=O)c2ccccc2-3)cc1 | 7 | 0.36 | 1 | 5 | -10 | 1 | -7[fluorescence artefact?] | -2 | -1
Cc1cc2c(c(SCC(=O)NCCc3ccccc3)n1)C(=O)OC2 | -39 | -0.62 | 1.2 | 11 | -7 | 0 | 9 | -11 | 6
COC(=O)C1=C(C)N=C2SC(C#N)=C(N)N2C1c1ccc(OC)cc1 (stereo unspecified) | -18 | 0.85 | . | 19 | -7 | -10 | . | . | .
Nc1c(C(=O)OCC2CCCO2)c2nc3ccccc3nc2n1C1CCCC1 (stereo unspecified) | . | 1.7 | 1.1 | . | . | -4 | -7 | . | 3
N#CC(=C=[N-])c1nc2ccccc2nc1-[n+]1ccccc1 | 0 | -0.61 | . | -34 | -4 | -6 | . | -14 | .
S=C(N/N=C/c1ccccc1Cl)Nc1ccccc1 | 12 | 0.02 | . | -1 | -13 | 8 | . | 7 | .
COc1ccc(S(=O)(=O)N(C)CC(=O)Nc2ccc(C(F)(F)F)cc2)cc1Cl | -7 | 0.31 | 1 | -3 | 4 | -2 | 7 | 1 | -5
O=c1c2c3c(sc2n2cnnc2n1-c1ccccc1)N(Cc1ccccc1)CCC3 | 7 | 0.72 | 1.2 | 17 | 4 | 9 | 5 | 21 | -2
CCc1ccc(CNC(=O)C2CCC(=O)N2C2CCCCC2)cc1 (stereo unspecified) | 6 | 0.029 | 1.1 | 7 | -16 | 1 | -2 | 11 | 3
CC1(C)CC(=O)C(C=Nc2ccc3c(c2)OCO3)=C(O)C1 | -19 | 0.41 | 1.8 | 21 | -9 | 6 | 6 | 21 | .
CCN(CC)c1ccc(NC(=O)CSc2nc3ccccc3c(=O)[nH]2)cc1 | -18 | 0.0062 | 1.1 | 19 | -14 | -12 | 2 | 11 | 5
CCN(CC)CCN1C(=O)C(=O)/C(=C(/O)c2cnn(-c3ccccc3)c2C)C1c1cccs1 (stereo unspecified) | 19 | 0.2 | . | -1 | -43 | -6 | . | 2 | .
COc1ccc(Nc2nc(C)c3ccccc3n2)cc1 | -2 | -1.2 | 2.1* | -11 | -3 | -20 | 12 | 24 | 10
O=C1CSC(c2ccccn2)N1c1ccc(Cl)c(Cl)c1 (stereo unspecified) | 4 | -0.46 | 1.2 | 7 | 16 | 13 | -7 | -10 | 2
N#Cc1ccc(NC(=O)Nc2ccc(Cl)cc2)cc1 | . | -1.4 | 1.2 | . | . | . | 10 | . | 6
COc1ccc2nc(NC(=O)CSc3nc(C)cc(=O)[nH]3)sc2c1 | 15 | 0.46 | . | -12 | -22 | -8 | . | 1 | .
CN1CCC(=NNC(=O)C(=O)NC(C)(C)C)CC1 | . | -0.26 | 1 | -10 | 0 | 5 | -26 | 6 | 3
Cc1cc(C)c(NC(=O)C2CC(=O)N(c3ccc4c(c3)OCCO4)C2)c(C)c1 (stereo unspecified) | -9 | 0.045 | . | -16 | -28 | -7 | . | 5 | .
O=C(CSc1c[nH]c2ccccc12)N1CCCc2ccccc21 | -2 | -0.78 | . | 5 | -13 | -2 | 4 | -3 | 3
Nc1cc(C(=O)N2CCCC2)cc(C(=O)N2CCCC2)c1 | 2 | -1 | 1.1 | 9 | -12 | -4 | 2 | 2 | 11
O=C(OCCNC(=O)c1cc2ccccc2oc1=O)c1cccnc1 | 9 | -0.14 | 1.2 | 5 | 3 | 3 | 0 | -18 | 7
COc1ccccc1-n1c(C)nc2cc(C(=O)O)ccc21 | 4 | -0.96 | 1.1 | 1 | -10 | -1 | 10 | . | 2
Cc1noc(C)c1S(=O)(=O)Nc1ccc(C(=O)NCCc2ccccc2)cc1 | -25 | 0.03 | 1.1 | -1 | -15 | -8 | . | -13 | .
O=C(CCNc1n[nH]c(=O)[nH]c1=O)N1CCCCC1 | -17 | 0.28 | 1 | 11 | -12 | 8 | -4 | -9 | 2
CSc1ccc(-c2nnn(Cc3ccc(Br)cc3)n2)cc1 | -8 | -0.3 | 1.3 | 12 | -14 | 7 | 6 | 13 | 7
Cc1ccc(CN(Cc2cc3cc4c(cc3[nH]c2=O)OCCO4)Cc2nnnn2Cc2ccco2)cc1 | . | -0.64 | 1 | 13 | -43 | 6 | 8 | 5 | -2
CCc1ccc(NC(=O)C(C)Oc2nnc(-c3cccs3)c(-c3cccs3)n2)cc1 (stereo unspecified) | . | -0.032 | 1.3 | -13 | 0 | 12 | -19 | -12 | 6
CCOc1ccc2[nH]c(=O)c(CN(CCCO)C(C)=O)cc2c1 | . | 0.26 | 1.1 | . | . | . | 2 | . | 1
CCOc1ccc(Nc2cc(C)nc(N3CCOCC3)n2)cc1 | -7 | 0.84 | 1.2 | -1 | -41 | 8 | -3 | 20 | 2
Cc1ccc(-c2nc3ccccc3[nH]2)s1 | 7 | 1.5 | 0.6 | 15 | -31 | -4 | -7 | 5 | 5
CCn1ncc(/C=N/O)c1C | -13 | -0.85 | 1.2 | -5 | 8 | -5 | 14 | -85 | -4
Cn1cccc1C(=O)OCC(=O)c1cc2ccccc2o1 | 4 | -0.092 | 1.1 | -4 | -26 | -5 | -12[fluorescence artefact?] | 18 | -2
COc1ccc(OCC(=O)Nc2ccc(S(=O)(=O)N3CCOCC3)cc2)cc1 | -3 | 1.4 | 1 | -20 | -5 | -10 | -5 | -6 | 10
CC(C)(C)n1nnnc1C(c1ccccc1)N1CCc2ccccc2C1 (stereo unspecified) | 17 | -0.12 | 1 | -1 | -9 | -2 | -4 | -26 | 3
CC(/C=C1\SC(=S)N(NC(=O)c2ccc(C)cc2)C1=O)=C\c1ccccc1 | 8 | -0.01 | . | 16 | 6 | 4 | . | -3 | .
O=C(N/N=C/c1ccc(-c2ccc(S(=O)(=O)Nc3ncccn3)cc2)o1)c1cc2ccccc2cc1O | -30 | . | . | -2 | 12 | 22 | . | -13 | .
O=C(CC1CC2CCC1C2)OCC(=O)c1c[nH]c2ccccc12 (stereo unspecified) | -17 | -1.2 | 1.6 | 10 | -8 | 6 | 4 | -8 | 5
CC(C)(C)c1ccc(S(=O)(=O)NCC(=O)Nc2sc3c(c2C(N)=O)CCCC3)cc1 | -10 | -0.72 | . | 3 | -18 | 11 | . | 2 | .
CCn1c(SCC(=O)Nc2cccc(NC(=O)c3cccs3)c2)nnc1-c1ccncc1 | 3 | 0.1 | 1.1 | -8 | -33 | -4 | 1 | -40 | 3
O=C(c1ccco1)N1CCN(c2ncnc3scc(-c4ccccc4)c23)CC1 | 15 | -0.071 | 1.2 | 0 | -11 | -1 | -12 | 5 | 3
CC(C)N(Cc1nc(-c2ccccc2)no1)C(=O)C(C)(C)C | . | 0.021 | 1.2 | . | . | -5 | 0 | -9 | 6
CCn1c(SCC(=O)Nc2cc(C)ccc2C)nc2c(c1=O)SC(C)C2 (stereo unspecified) | . | 0.12 | 1 | . | . | . | 8 | . | 0
COc1ccc(CCNC(=O)CSc2nnnn2-c2ccccc2)cc1 | . | 1.4 | 1.1 | . | . | . | -4 | . | 4

Continued.
structure | F-actin modifier | hDAT+cocaine | MT1-MMP txn act | VCAM1 TNFa inh | TNFa cytotox | LYP inh 2 | Smad3 FoxH1 inh | HUVEC tox IL1B | Calb biofilm kill
COc1cc2sc(C)nc2c2sccc12 | . | -0.67 | 1.2 | . | . | . | -1 | . | 5
CCC(C)NC(=O)c1n[nH]c(=O)c2ccccc12 (stereo unspecified) | . | 0.23 | 1.3 | . | . | 0 | -1 | 1 | 0
O=C(CC1CCS(=O)(=O)C1)Nc1ccc[nH]c1=O (stereo unspecified) | 5 | 1.5 | 1.2 | -8 | 18 | -3 | 9 | -31 | 3
COc1ccccc1C(=O)N1CCN(S(=O)(=O)Cc2ccccc2)CC1 | -5 | -0.41 | 1.1 | 19 | -12 | 2 | 13 | . | 7
CCCC(=O)c1ccc(N2CCN(C(=O)c3ccccc3)CC2)c(F)c1 | 17 | -0.57 | 1.2 | 3 | -36 | 1 | 4 | 3 | 3
CCN1CCN(CCNC(=O)c2cn(Cc3ccccc3F)nn2)CC1 | 5 | -1.6 | 1.1 | 0 | -6 | 5 | . | 4 | .
Cc1ccccc1OCC(O)Cn1c(NCc2ccco2)nc2c1c(=O)n(C)c(=O)n2C (stereo unspecified) | -8 | -0.046 | 1.2 | -1 | -14 | -10 | 5 | -41 | 3
Cc1nn(C)c(N)c1C(O)(c1nccn1C)C(F)(F)F (stereo unspecified) | . | -0.5 | 1.1 | . | . | . | 11[fluorescence artefact?] | . | 9
CC(Cc1ccccc1)NC(=O)CSc1nc2nc3c(cc2c(=O)n1-c1ccccc1)COC(C)(C)C3 (stereo unspecified) | -2 | -0.39 | 1.2 | -1 | -3 | 10 | 13 | -11 | 1
CC(=O)Nc1ccc(-c2cn3ccsc3n2)cc1 | 10 | 0.31 | 0.9 | 6 | -10 | 3 | 15 | 0 | 2
Cc1cc(=O)n(C)c(=O)n1CC(=O)N1CCCCCC1 | . | 1.3 | 1.1 | 0 | 6 | -6 | -8 | 11 | -6
CCOC(=O)N1CCC(NC(=O)c2cn(-c3ccc(OC)cc3)c(=O)c3ccccc23)CC1 | -10 | 2.2* | 1.1 | 7 | 2 | 4 | . | -5 | .
C/C(=N/OC(=O)c1c(F)cccc1F)c1nccs1 | 7 | -0.4 | . | -2 | -30 | 2 | . | -5 | .
COCCN(CC(=O)NCc1ccccc1)C(=O)CCC(=O)Nc1ccccn1 | 11 | -0.96 | 1.1 | 16 | -15 | 3 | 3 | 5 | 7
CCN(CC)C(=O)CSC(=Nc1ccccc1F)NC#N | 4 | 0.044 | 1.8 | -12 | 1 | -1 | 2 | 10 | 11
Cc1ccc(C2C3=C(CC(C)(C)CC3=O)Nc3onc(C)c32)cc1 (stereo unspecified) | -27 | 0.065 | 1.1 | 2 | -1 | -4 | -10 | 24 | -2
O=C(Nc1ccccc1-c1nc2ccccc2s1)c1ccco1 | -10 | -0.13 | 1.1 | -2 | -37 | -11 | 7 | 4 | -4

Assay outcomes: PubChem, several laboratories
